PNC inhibitor = perinucleolar compartment assembly inhibition. PC3M PTB-GFP, PNC prevalence imaging, 16 h; hits give low values. activity change (PNC), negative = inhibition, % at 10 µM. 3.1% of 140,000 active;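 active means readout at or below -70, meaning at least 70% loss of cells showing the perinucleolar compartment, a nuclear body marking cancer cells; inconclusive means readout between -30 and a set limit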;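 further: plate controls were DMSO wells for no effect and camptothecin positive control wells for full effect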
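Compounds are pinned in duplicate onto adhered PC3M cells stably expressing GFP-tagged PTB and incubated 16 h at 37 C. Cells are then fixed, nuclei stained with Hoechst, and PNC-positive cells counted.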
ALOX15B inhib = inhibitors of human 15-lipoxygenase 2 (ALOX15B); 0.56% of 110,000 active; O15296; purified 15hLO-2, xylenol orange hydroperoxide absorbance; Potency, µM (titrated, usually from 57.1 µM), for inactives: at the top dose activity change, negative = inhibition, usual class: inhibitors; further: potency means the concentration at half of the fitted maximal effect; nearly all actives have a fitted effect of over 60% in size; many of its hits are not listed in these tables
Target sequence (O15296 whole entry, looked up): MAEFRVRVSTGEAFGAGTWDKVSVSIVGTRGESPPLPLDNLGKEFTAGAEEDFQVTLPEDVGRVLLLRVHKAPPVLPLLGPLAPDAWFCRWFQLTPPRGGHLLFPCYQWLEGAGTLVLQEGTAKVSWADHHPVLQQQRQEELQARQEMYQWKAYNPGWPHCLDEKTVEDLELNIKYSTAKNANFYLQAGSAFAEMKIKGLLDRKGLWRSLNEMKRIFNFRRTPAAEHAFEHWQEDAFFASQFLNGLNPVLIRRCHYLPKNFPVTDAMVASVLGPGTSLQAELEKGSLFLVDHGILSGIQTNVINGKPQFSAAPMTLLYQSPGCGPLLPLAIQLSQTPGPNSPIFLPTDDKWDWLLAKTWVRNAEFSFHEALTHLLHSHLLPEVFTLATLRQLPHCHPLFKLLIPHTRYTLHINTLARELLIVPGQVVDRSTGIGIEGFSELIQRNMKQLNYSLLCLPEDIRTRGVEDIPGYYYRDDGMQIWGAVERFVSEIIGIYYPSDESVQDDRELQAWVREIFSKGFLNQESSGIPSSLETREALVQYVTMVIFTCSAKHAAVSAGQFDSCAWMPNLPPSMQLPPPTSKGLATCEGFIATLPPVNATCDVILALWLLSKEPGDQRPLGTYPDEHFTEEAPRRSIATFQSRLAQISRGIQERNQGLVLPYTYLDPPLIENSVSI
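Screening format was qHTS against 50 nM purified 15hLO-2 in Hepes pH 7.5 with detergent. Activity follows hydroperoxide formation from 45 uM arachidonic acid, measured as 573:405 nm absorbance ratio of the ferric-xylenol orange complex.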
IMPase inh = membrane-permeable compound that blocks inositol monophosphatase; CHO-M1 cells, IP1 accumulation, HTRF TR-FRET ratio; 120,000 tested, under 10 active; inhibition (IP1 accumulation), % at 46.1 µM; P97697; active means well fitted curve in the direction sought with a large enough effect in the signal ratio, not every such curve was filed as active; inconclusive means small, poorly fitted or top-dose-only effect, or a change in a side signal; inactive means no such curve, though single readings can be large or run the other way; the % refers to the signal ratio;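 further: cells stimulated with carbachol in lithium chloride buffer; plate controls were DMSO basal wells for no effect and reference inhibitor wells for full effect; higher means more IMPase inhibition seen as more IP1 and lower FRET ratio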
Target sequence (P97697 whole entry, looked up): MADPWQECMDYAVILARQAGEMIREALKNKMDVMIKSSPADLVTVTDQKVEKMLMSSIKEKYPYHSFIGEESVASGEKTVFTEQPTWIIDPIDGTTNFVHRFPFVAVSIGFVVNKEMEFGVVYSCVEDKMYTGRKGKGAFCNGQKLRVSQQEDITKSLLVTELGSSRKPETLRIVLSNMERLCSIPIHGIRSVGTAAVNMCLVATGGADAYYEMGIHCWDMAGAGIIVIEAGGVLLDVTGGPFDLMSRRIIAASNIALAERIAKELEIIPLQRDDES
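Seeded CHO-M1 cells were dosed with compound at up to 46 uM, stimulated with carbachol for 30 min, then lysed in IP-One detection reagents. Higher IP1 lowers the TR-FRET signal.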
12-hLO inh = 12-hLO (ALOX12) enzyme inhibition; P18054; AID 1452; purified 12-hLO, xylenol orange hydroperoxide absorbance; 0.12% of 150,000 active; Potency, µM (highest dose often 57.1 µM), inactives show top-dose activity change, negative = inhibition, most hits filed as inhibitors; further: potency means the concentration at half of the fitted maximal effect; nearly all actives have a fitted effect of over 55% in size; many of its hits are not listed in these tables
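Purified human 12hLO (150 nM), preincubated 15 min with compound, then 40 uM arachidonic acid for 30 min, room temperature, Hepes pH 7.0 with 0.01% Triton X-100. Hydroperoxide detected by ferrous iron/xylenol orange; 573/405 nm absorbance ratio gives reaction progress.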
* hit, by the source's call; ? = inconclusive; . = no result given; [ ] = remark or other dose. Unless noted, the call rests on the fitted dose curve; in most records, active means well fitted curve in the direction sought with a large enough effect; inconclusive means small, poorly fitted or top-dose-only effect, or another doubt; inactive means no such curve, though single readings can be large; an effect the other way counts as inactive or inconclusive. Unless noted, on the % scale 0 is the no-effect control and ±100 the full control effect. A portion of the library. The share of hits here may be higher or lower than overall.

SMILES	PNC inhibitor	ALOX15B inhib	IMPase inh	12-hLO inh
Cc1ccc(NC(=O)C2CCCN2S(=O)(=O)c2cccc3cccnc23)cc1F (stereo not drawn)	-13	.	9	-6%
CCNS(=O)(=O)c1ccc(NC(=O)Cc2ccc(F)cc2)cc1	43	5%[2.29 µM]	-3	3%
CN(CC(=O)OCC(=O)NC(=O)c1cccn1C)S(=O)(=O)c1ccc(Cl)cc1	-6	-9%	1	-6%
COC(=O)c1nn(-c2c(C)n(C)n(-c3ccccc3)c2=O)cc1O	-26	-1%	6	9%
Cc1ccc(C(=O)NC(=S)NCC(=O)c2ccccc2)cc1	-29	-20%	-4	-12%
Cc1ccc(-c2nnc(C)c(N3CCOCC3)n2)cc1	6	?	-10	3%
CCCNC(=O)NC(=O)CSc1nc2cc(C(=O)OC)ccc2c(=O)n1-c1ccccc1	?	2%	-9	-4%
COc1ccc(N2CCN(C(=O)c3ccc(NS(=O)(=O)c4cccc(F)c4)cc3)CC2)cc1	-28	-10%	-2	-3%

The list goes on:
SMILES	PNC inhibitor	ALOX15B inhib	IMPase inh	12-hLO inh
O=C(CCCn1c(=O)[nH]c2ccsc2c1=O)N1CCN(Cc2ccc3c(c2)OCO3)CC1	56	.	-3	3%
CC(=O)Nc1ccc(C(=O)OCc2ccc(Br)cc2)cc1	162	.	.	1%
Cc1sc(NC(=O)CSc2nnc(C)c(=O)[nH]2)c(C#N)c1C	13	-6%	-2	-4%
COc1cc(C(=O)NCC(=O)OCC(=O)c2ccc[nH]2)cc(OC)c1OC	28	-1%	-6	2%
O=C(CSc1nnc(-c2cccs2)o1)OCc1ccccc1	-8	0%	-17	-15%
CCN(CC)S(=O)(=O)c1ccc(C(=O)NCc2ccc3c(c2)cc(C)n3C)cc1	-10	-7%	-15	-12%
CCc1ccc(S(=O)(=O)NCCc2csc(-c3cccnc3)n2)s1	0	2%	?	2%
CCOC(=O)c1sc2nc(N3CCOCC3)c3c(c2c1N)CCN(C)C3	-1	30%[activator]	4	4%

Carrying on.
SMILES	PNC inhibitor	ALOX15B inhib	IMPase inh	12-hLO inh
CC(=O)OCC(=O)[C@@]1(OC(C)=O)[C@@H](C)C[C@H]2[C@@H]3C[C@H](F)C4=CC(=O)C=C[C@]4(C)[C@@]3(F)[C@@H](O)C[C@@]21C	99	.	.	-4%
COc1ccccc1/C=C/C=N/N1CCN(c2ccccn2)CC1	29	-1%	8	2%
CCCCOC(=O)Nc1nc2ccc(OC)cc2s1	18	-6%	20	7%
O=C(NCc1ccco1)c1cc(-c2cccnc2)nc2ccccc12	8	3%	2	0%
CCCc1nn(C)c(C(=O)Nc2ccc(C(C)(C)C)cc2)c1Cl	3	.	.	2%
Cc1c(C(N)=O)sc2ncn(CC(=O)OC(C)C)c(=O)c12	?	?	-8	-3%
NC(=O)C1CCN(C(=O)CN2CCN(c3cccc(C(F)(F)F)c3)CC2)CC1	29	7%	9	-4%
CCc1cc2c3c(c(=O)oc2cc1OC)CCCC3	27	1%	7	-10%

(list continues)
SMILES	PNC inhibitor	ALOX15B inhib	IMPase inh	12-hLO inh
Cc1ccc(Oc2ccc(Oc3ccc(C)cc3)nn2)cc1	36	-2%	1	9%
CCOC(=O)c1c(C)[nH]c(C(=O)COC(=O)c2oc3ccccc3c2C)c1C	16	-2%	-4	9%
CC(C)NCCCCOc1cccc(Br)c1	14	.	.	-1%
CCOC(=O)c1c(C)oc2c1c(C(c1cccnc1)N1CCN(C)CC1)c(O)c1ccccc12 (stereo not drawn)	-13	7%	5	-28%
N#CCSc1nc(N)c(C#N)c(C2CCCCC2)c1C#N	46	3%	?	-6%
Cc1sc(N/N=C/C=C/c2ccccc2)nc1-c1ccccc1	-2	?	5	-10%
CC(C)NC(=O)/C(C#N)=C/c1ccc2c(c1)OCCO2	-2	.	0	3%
Cc1cc2c(cc(C(=O)OCC(=O)NCc3ccco3)n2C)s1	23	-23%	3	-2%

Other records
SMILES	PNC inhibitor	ALOX15B inhib	IMPase inh	12-hLO inh
Cc1nc2nc(COc3ccccc3)[nH]n2c(=O)c1C	-28	0%	2	-3%
COc1cc(C(=O)NC(c2ccccc2)c2ccccc2)cc(Cl)c1OC	?	.	-1	-6%
CCOCCCNC(=O)C1CCN(C(=O)N(C)C)CC1	29	0%	-1	-3%
Cc1[nH]n(-c2cccc3ccccc23)c(=O)c1C=Nc1ccc2[nH]c(=O)[nH]c2c1	-3	6%	1	-3%
Clc1ccc(COn2c(-c3ccccc3)nc3ccccc32)cc1	15	16%	12	-5%
Cc1ccc2nc(C)c(Cl)c(=O)n2c1	27	1%	0	5%
CCOC(=O)c1ccc(NC(=O)CSc2nnc(CNC(=O)c3c(F)cccc3Cl)o2)cc1	24	1%	4	-2%
COc1ccccc1N1CCN(S(=O)(=O)c2ccc(Br)s2)CC1	23	-11%	-2	-3%

Following part
SMILES	PNC inhibitor	ALOX15B inhib	IMPase inh	12-hLO inh
COc1ccc(N)c2c1OCCC2=O	18	.	.	-4%
Cc1ccc(-n2cc3ccc([N+](=O)[O-])cc3n2)cc1	24	.	-12	-7%
N#CCCn1c(SCC(=O)NCC2CCCO2)nc2ccccc21 (stereo not drawn)	8	0%	-3	3%
Cc1cc(C)c(C)c(/C=C(/C#N)C(N)=S)c1C	-24	?	-1	-13%
COc1ccccc1N1C(=O)CC(Nc2ccc(N3CCOCC3)cc2)C1=O (stereo not drawn)	-3	-6%	18	?
CCn1c(COc2ccccc2C)nnc1SCC(=O)NC1CCCC1	47	1%	-4	0%
CCOC(=O)C1=C(C)NC(C)=C(C(=O)OC)[C@H]1c1cccc([N+](=O)[O-])c1	.	11%	7	-5%
Fc1ccc(C(c2nnnn2CCc2ccccc2)N2CCCc3ccccc32)cc1 (stereo not drawn)	21	-2%	7	-15%

Further compounds
SMILES	PNC inhibitor	ALOX15B inhib	IMPase inh	12-hLO inh
Cc1ccc(-n2c(N)c(C(=O)N3CCOCC3)sc2=S)c(C)c1	?	-28%	-7	-19%
O=C(c1cccc(F)c1)N1CCC(N2CCOCC2)CC1	1	-3%	-6	-13%
COc1ccc(C2N(S(=O)(=O)c3ccc(C)cc3)CCN2S(=O)(=O)c2ccc(C)cc2)cc1	20	-5%	5	4%
COc1ccc2c(-c3ccccc3)cc(SCC(=O)NC3CCS(=O)(=O)C3)nc2c1 (stereo not drawn)	?	.	-11	2%
COc1ccc(C(F)(F)F)cc1NC(=O)c1nc2nc(C)cc(C(F)F)n2n1	-16	1%	3	3%
O=C(COC(=O)c1cccc2ccccc12)NCCCc1ccccc1	31	.	-10	0%
CCOC(=O)c1ccc(-c2n[nH]c(=O)c3ccccc23)cc1	29	0%	8	-3%
COC(=O)CSc1ccc2nnc(-c3ccc(F)cc3)n2n1	-4	-2%	-12	-4%

Going on with the list:
SMILES	PNC inhibitor	ALOX15B inhib	IMPase inh	12-hLO inh
Cc1c(C(=O)N2CCN(c3ccccn3)CC2)oc2ccccc12	37	10%	1	-12%
Cc1cc(=O)oc(C)c1C(=O)N1CCCCC1	49	-8%	-5	2%
COc1ccc(NS(=O)(=O)Cc2ccccc2)cc1OC	7	-2%	-3	7%
Cc1ccc(C(=O)O/N=C/c2c(C(F)(F)F)nn(C)c2Sc2ccc(Cl)cc2)cc1	41	1%	-3	2%
CCCCCc1nnc(NC(=O)C(=O)OCC)s1	11	-9%	5	-2%
Cc1nc2ccccn2c1C(=O)c1ccccc1	-1	1%	3	-5%
COCCCNCCOc1ccc(C)cc1[N+](=O)[O-]	-19	.	.	-3%
Cc1ccc(C)c(NC(=O)Cn2nnc(C(=O)Nc3c(C)cccc3C)c2N)c1	?	-7%	0	-1%

Compound profiles, from the list above. Order of screens: PNC inhibitor, ALOX15B inhib, IMPase inh, 12-hLO inh
`O=C(NCc1ccco1)c1cc(-c2cccnc2)nc2ccccc12` across the screens: 8, 3%, 2, 0%
`COc1ccccc1/C=C/C=N/N1CCN(c2ccccn2)CC1` across the screens: 29, -1%, 8, 2%
`CCOC(=O)C1=C(C)NC(C)=C(C(=O)OC)[C@H]1c1cccc([N+](=O)[O-])c1` across the screens: ., 11%, 7, -5%

(next part)
SMILES	PNC inhibitor	ALOX15B inhib	IMPase inh	12-hLO inh
O=C(N/N=C/c1ccc(OC(F)F)cc1)c1ccc(Br)cc1	?	.	.	1%
c1ccn2cc(CSc3nnc4ccccn34)nc2c1	?	-2%	8	-1%
CN(C)S(=O)(=O)c1cccc(NC(=O)COC(=O)c2ccc(Br)o2)c1	109	-4%	-2	0%
CCc1ccc(/C=C2\SC(=S)N(CCCC(=O)Nc3ccccn3)C2=O)cc1	5	23%	-5	8%
COc1ccc(OC)c(/C=N/NC(=O)c2csc3ccccc23)c1	76	4%	3	2%
O=C1C=C(c2ccc(Cl)cc2)C(=O)N1Nc1ccccc1	15	?	19	?
CC(C)(C)c1ccc(OCC(=O)NCc2ccco2)c(Br)c1	-15	?	10	-14%
COC(=O)Nc1ccc(C)cc1NC(=O)OC	-14	-2%	-5	-4%

(list continues)
SMILES	PNC inhibitor	ALOX15B inhib	IMPase inh	12-hLO inh
CNc1ccc(Br)cc(C(=O)/C=C/c2cccc(OC)c2)c1=O	-15	.	10	-22%
COC(=O)COc1ccc2oc(=O)cc(C)c2c1	12	-1%	11	-2%
Cc1c(C(=O)N2CCCCC2)sc(NC(=O)C2CC2)c1C#N	25	13%	-9	-3%
Cn1c(SCC(=O)N2CCOCC2)nnc1-c1cnccn1	?	0%	6	1%
CCCn1c(=O)c(C(=O)Nc2nnc(CC)s2)c(O)c2ccccc21	-2	?	-4	-11%
CCOc1ccc(-n2cc(C(=O)NC(C)C)c3cc(OC)c(OC)cc3c2=O)cc1	0	-3%	3	0%
O=C1N(CN2C(=O)C3(OCCO3)c3ccccc32)c2ccccc2C12OCCO2	35	0%	5	4%
N#Cc1cccc(-c2nc3cnc(N4CCNCC4)nc3n(C3CC3)c2=O)c1	.	14%	.	-1%

New compounds follow:
SMILES	PNC inhibitor	ALOX15B inhib	IMPase inh	12-hLO inh
Cc1ccc2c(c1)nnn2C1CCN(CC(=O)NCCc2ccccc2)CC1	55	-3%	-9	1%
CCOC(=O)C(C)Oc1cccc2c(=O)n(CC(=O)NCc3ccc4c(c3)OCO4)ccc12 (stereo not drawn)	-11	-14%	2	0%
CC1(C)NC(=O)N(CC(O)CN2CCOCC2)C1=O (stereo not drawn)	?	-1%	-9	1%
O=C(COC(=O)c1ccccc1Cc1ccccc1)Nc1ccc(SC(F)F)cc1	-13	.	.	0%
CC(C)CC(=O)NC(=S)Nc1cc(C(=O)O)ccc1Cl	?	.	.	0%
O=C(/C=C/c1ccc([N+](=O)[O-])cc1)Nc1cccnc1	22	-21%	-3	-5%
CCc1nnc(NC(=O)Cn2ccc(C(F)(F)F)n2)s1	?	-7%	2	-3%
CC(=O)N1CCc2cc(Br)cc(S(=O)(=O)NCc3ccccn3)c21	?	-6%	3	-2%

Going on with the list:
SMILES	PNC inhibitor	ALOX15B inhib	IMPase inh	12-hLO inh
CC(C)C(C(=O)Nc1ncn[nH]1)N1C(=O)c2ccccc2C1=O (stereo not drawn)	?	10%	-7	1%
CCOC(=O)C1CCN(C(=O)CCc2nc3ccccc3[nH]2)CC1	22	7%	-12	-1%
CCCc1nc2c(sc3nc4c(cc32)COC(C)(C)C4)c(=O)n1Cc1ccco1	?	-4%	11	-3%
CN1C(=O)Cc2cc(S(=O)(=O)N3CCOCC3)ccc21	13	-7%	-2[9.22 µM]	-1%

Assay outcomes deposited in PubChem BioAssay by National Center for Advancing Translational Sciences (NCATS).
